DAX1 inh-1 = blocks DAX1 repression of SF-1 activated StAR promoter; HEK293T StAR-luciferase reporter, SF-1/DAX-1 repression relief; inhibition, % at 6.8 µM; 370,000 compounds, 1.1% hits; AID 652010;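 active = inhibition above the mean over all tested compounds plus 3 SD, cut at about 3.6% in these data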;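 also: 0% = DAX-1 cells with DMSO and 100% = cells lacking DAX-1 with DMSO; higher inhibition means more luminescence from relief of DAX-1 repression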
hgDAF-12 ag = activates the H. glycines DAF-12 receptor ligand-binding domain. HEK293 GAL4-hgDAF12 UAS-luciferase reporter, agonist luminescence; normalized to butyrate control. AID 687014. activation, % at 6.8 µM. 370,000 compounds, 1.8% hits;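 active = activation above a cutoff set at the mean of all screened compounds plus 3 SD, cut at about 10% in these data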;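 also: 0% = DMSO wells and 100% = sodium butyrate wells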
hcDAF-12 act = H. contortus DAF-12 activation, primary screen; activation, % at 6.8 µM; 370,000 compounds, 1.4% hits; HEK293 hcDAF-12 lit1-tk-luc reporter, luminescence; 0% DMSO, 100% Δ7-dafachronic acid; AID 652067;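 active = activation above the mean of all tested compounds plus 3 SD, cut at about 5.5% in these data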;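 also: 100% = response to 3 µM Δ7-dafachronic acid high control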
proKLK7 act = activates the human kallikrein-7 zymogen | P49862 | purified proKLK7, EDANS-DABCYL substrate fluorescence; 100% is mature enzyme control, 0% vehicle | 370,000 compounds, 0.9% hits | AID 652039 | activation, % at 7 µM;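 active = activation above the mean of all tested compounds plus 3 SD, computed per campaign excluding outliers beyond control limits, cut at about 13% in these data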
Target sequence (P49862 whole entry, looked up): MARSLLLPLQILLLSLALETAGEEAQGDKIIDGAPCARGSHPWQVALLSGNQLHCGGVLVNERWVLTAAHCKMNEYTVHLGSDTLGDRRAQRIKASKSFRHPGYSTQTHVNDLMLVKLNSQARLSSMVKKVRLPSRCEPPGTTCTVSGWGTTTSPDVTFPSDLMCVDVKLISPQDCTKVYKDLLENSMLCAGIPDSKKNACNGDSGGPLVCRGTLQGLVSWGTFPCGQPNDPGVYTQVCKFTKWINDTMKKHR
GC-B act = GC-B (human) receptor activation. P20594. HEK293-GC-B cells, CNP EC30, cGMP TR-FRET; 0% at EC30 CNP, 100% saturating CNP. activation, % at 10 µM. 370,000 compounds, 0.11% hits. AID 1920062;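 active = activation at 10 µM reaching about 35% in either raw or pattern-adjusted values, limit read from the data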
ssDAF12 agonist = S. stercoralis DAF-12 activation, primary screen | activation, % at 6.8 µM | 370,000 compounds, 1% hits | HEK293 ssDAF-12/GRIP1 lit1-tk-luc reporter, luminescence; % of 3 µM dafachronic acid response | AID 652126;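 active = activation above the mean over all tested compounds plus 3 SD, cut at about 0.9% in these data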;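 also: 0% = DMSO-only wells and 100% = 3 µM delta7-dafachronic acid wells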
NPR1 activator = GC-A (human) enzyme activation | AID 1671463 | activation, % at 10 µM | 370,000 compounds, 0.14% hits | P16066 | HEK293 GC-A cells, cGMP TR-FRET, EC30 ANP; 0% at EC30 ANP, 100% saturating ANP; in the data active = activation above about 40%
HGIII-sPLA2 inh = Inhibits HGIII-sPLA2 liposome hydrolysis, primary screen; inhibition, % at 12.2 µM; 370,000 compounds, 0.56% hits; AID 743126; QFRET BODIPY PC-A2 liposome hydrolysis, fluorescence; Q9NZ20;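 active = inhibition above mean plus 3 SD of compounds lying within the high and low control bounds, cut at about 19% in these data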;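 also: 0% = median of test compound wells and 100% = no enzyme DMSO wells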
Target sequence (Q9NZ20 whole entry, looked up): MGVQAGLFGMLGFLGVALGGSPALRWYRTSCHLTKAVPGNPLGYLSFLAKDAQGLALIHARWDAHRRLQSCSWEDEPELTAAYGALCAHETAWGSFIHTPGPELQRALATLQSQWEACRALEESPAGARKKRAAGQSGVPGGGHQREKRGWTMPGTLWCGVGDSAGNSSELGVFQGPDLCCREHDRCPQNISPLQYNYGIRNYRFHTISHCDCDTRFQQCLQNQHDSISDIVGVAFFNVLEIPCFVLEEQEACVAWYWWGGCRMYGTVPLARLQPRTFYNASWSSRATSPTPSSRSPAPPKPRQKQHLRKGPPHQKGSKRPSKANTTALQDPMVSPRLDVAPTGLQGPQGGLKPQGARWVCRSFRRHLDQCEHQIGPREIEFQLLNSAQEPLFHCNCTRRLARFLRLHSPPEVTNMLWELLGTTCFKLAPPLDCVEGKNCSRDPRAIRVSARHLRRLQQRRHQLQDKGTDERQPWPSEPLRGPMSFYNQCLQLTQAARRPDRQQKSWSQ
DAX1 inh-2 = inhibitors of human orphan nuclear receptor DAX1 (NR0B1); HEK293 Gal4-DAX1 luciferase reporter, luminescence; inhibition, % at 6.75 µM; 340,000 compounds, 0.99% hits; AID 504766;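 active = inhibition above the mean over all tested compounds plus 3 SD, cut at about 4.2% in these data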;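 also: 0% = DAX1-transfected cells with DMSO and 100% = empty-vector control cells with DMSO; inhibition shows as a rise in luminescence from relieved DAX1 repression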
Target sequence (P51843 207-470 limits assumed): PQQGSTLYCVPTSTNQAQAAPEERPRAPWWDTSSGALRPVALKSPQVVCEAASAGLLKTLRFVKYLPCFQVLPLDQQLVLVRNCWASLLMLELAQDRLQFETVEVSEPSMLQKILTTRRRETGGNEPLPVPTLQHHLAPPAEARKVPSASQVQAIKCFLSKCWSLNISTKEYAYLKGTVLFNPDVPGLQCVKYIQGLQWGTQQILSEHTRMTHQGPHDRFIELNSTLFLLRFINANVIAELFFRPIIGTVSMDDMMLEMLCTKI
SMARCA2 activ = increases SMARCA2 function in MMTV reporter cells; MG213 cells, MMTV-luciferase reporter, dexamethasone, overnight; activation, % at 9.1 µM; 370,000 compounds, 1% hits; in the data active = activation above about 7.8%;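 also: 0% = vehicle wells and 100% = reference activator wells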
FXN GAA850 act = increases GAA850 frataxin promoter reporter activity; 360,000 compounds, 0.56% hits; AID 540364; activation, % at 6 µM; HEK293 lucGAA850 FXN promoter luciferase reporter, 24 h; percent of 10 µM SAHA response;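 active = activation above the average of all compounds screened plus 3 SD, cutoff fixed separately per campaign, cut at about 7.5% in these data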;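 also: 0% = DMSO wells and 100% = 10 µM SAHA wells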
Active calls of the source: *; . = not tested or not shown. Random draw from the library (roughly 6.7% active in at least one column).

SMILES | DAX1 inh-1 | hgDAF-12 ag | hcDAF-12 act | proKLK7 act | GC-B act | ssDAF12 agonist | NPR1 activator | HGIII-sPLA2 inh | DAX1 inh-2 | SMARCA2 activ | FXN GAA850 act
Oc1ccc(-c2csc(-c3ccccc3)n2)cc1O | 0.4 | 6.5 | 1.4 | -0.6 | . | -0.3 | . | -9 | -0.1 | -2 | 8.8*
Cc1cccc(C)c1N1CCN(C(=O)N2CCCCC2)CC1 | -0.4 | -5.5 | -0.9 | -0.5 | 7 | -0.8 | 2 | 3 | -1.9 | -3 | -0.9
CCCc1cc(=O)oc2c(C)c(OCC(=O)c3ccc(N4CCCC4)cc3)ccc12 | 0.0 | -1.9 | -1.1 | -1.7 | 1 | -0.7 | -2 | 2 | 0.9 | 1 | -1.5
COc1ccccc1C(=O)Nc1ccc(C(=O)/C=C/c2cccs2)cc1 | -0.3 | -0.4 | -2.8 | -6.2 | -1 | -1.2 | 2 | -15 | 1.4 | 6 | 8.5*
CC(C)Oc1ccccc1-c1cc(C(=O)N/N=C/c2cccnc2)c2ccccc2n1 | -1.2 | -0.9 | -0.8 | -0.6 | 2 | -1.0 | 4 | -5 | 0.2 | -1 | 0.2
COCCNC(=S)N/N=C(\C)c1ccc(-n2ccnc2)cc1 | -1.5 | -2.6 | 0.0 | 0.6 | -6 | -1.4 | -6 | 14 | 0.3 | -3 | -0.7
N#CC(=NCc1cccnc1)C1=C(O)c2ccccc2C1=O | 0.5 | -0.5 | 0.7 | -0.2 | -14 | -1.2 | -4 | 6 | 1.9 | -5 | 0.1
CCN(CCn1cccn1)C(=O)c1cc(COc2cc(C)ccc2C)on1 | 3.5 | 14* | 7.5* | 0.1 | -1 | 1.7* | -5 | -16 | 2.4 | 7 | 5.1
COc1ccc(C(=O)/C=C/c2ccc(OC)c(COc3ccccc3F)c2)cc1 | -0.4 | -1.4 | -1.0 | -0.7 | -6 | -0.9 | 3 | -3 | -1.3 | 1 | 0.4
Cc1cccc(NC(=O)C2Cc3ccccc3CN2C(=O)OCc2ccccc2)c1C (configuration not stated) | -0.2 | -1.4 | -2.1 | -0.1 | 0 | -1.3 | 1 | -11 | 1.1 | -1 | .
COc1ccc([N+](=O)[O-])cc1NC(=O)COC(C)=O | 0.1 | 3.4 | 0.1 | 0.0 | 7 | -1.6 | 4 | 10 | 0.3 | 0 | 3.3
COc1ccc(-c2nnn(CC#N)n2)cc1OC | -0.2 | 1.6 | 0.4 | -0.4 | -4 | -1.2 | -2 | 1 | 0.3 | -1 | -0.6
Cc1ccc(Cc2nc(-c3cccc(C)c3)no2)cc1 | 0.9 | 5.7 | 1.1 | -0.7 | 3 | -0.9 | -3 | 3 | 1.2 | 4 | 6.5
O=C1CNC(=S)N1CCc1ccc(O)c(O)c1 | 0.3 | -0.8 | 0.1 | -0.3 | -9 | -1.2 | -1 | -3 | . | -3 | -0.5
Clc1ccc(-c2cc(-c3nnc4n3CCCCC4)c3ccccc3n2)cc1 | -0.8 | -3.5 | -3.6 | 0.4 | 0 | -1.6 | 0 | -12 | 0.1 | -2 | 0.8
Cc1cc(C(=O)COC(=O)c2ccc[nH]c2=O)c(C)n1-c1ccc(F)cc1 | 0.8 | 1.7 | -1.4 | 0.1 | -1 | -1.0 | -4 | 3 | -0.3 | -2 | -3.6
CNc1cc(N2CCCC2)ccc1[N+](=O)[O-] | -0.9 | 2.3 | -0.8 | -0.2 | -6 | -1.3 | -2 | 2 | 0.1 | -2 | 4.2
C#CCNC(=O)C1=C[C@H](c2coc3ccccc3c2=O)[C@@H](CCCO)[C@H](OCC)O1 | 0.1 | 2.4 | -0.6 | 0.4 | 5 | -1.0 | -1 | 9 | 0.9 | 0 | 3.1
O=C(NNC(=O)C12CC3CC(CC(C3)C1)C2)c1cnccn1 | 0.5 | 2.6 | -2.3 | 0.1 | -9 | -1.2 | 0 | 0 | 2.9 | -5 | 0.4
c1ccc(-c2nc(NCCCn3ccnc3)c3ccccc3n2)cc1 | -0.1 | -0.3 | -0.5 | 1.0 | 3 | -1.3 | 3 | -25 | -0.4 | -2 | -0.2
CCCCNC(=S)NNC(=O)c1cc(-c2cccnc2)nc2ccccc12 | 0.9 | 2.2 | -0.8 | 1.2 | 3 | -0.7 | -2 | 16 | -0.3 | -3 | -1.1
Cc1onc(-c2ccccc2)c1C(=O)Nc1sc2c(c1C#N)CCC(C)C2 (configuration not stated) | -0.9 | 0.8 | -0.2 | 0.4 | -5 | -1.2 | 0 | -2 | -1.1 | -2 | -5.5
COC(=O)c1cccc(-n2c(CCC(=O)O)ccc2-c2cccs2)c1 | -0.4 | 7.5 | 0.8 | -0.3 | 2 | -0.7 | -1 | -11 | 3.1 | 0 | 4.2
COc1ccc(-c2nnc(Nc3nc4c(OC)cccc4s3)o2)cc1 | 0.4 | 1.7 | 3.7 | -0.4 | -4 | 0.1 | -6 | 1 | -0.3 | 0 | 3.8
COc1c2ccoc2nc2c(OC)c(OCC(OC(C)=O)C(C)(C)O)ccc12 (configuration not stated) | -0.2 | -0.3 | 0.0 | 18* | 2 | -0.8 | 1 | 10 | 1.8 | 0 | 1.7
Cn1cnnc1SCC(=O)N1CCN(C(=O)c2ccco2)CC1 | 0.2 | -3.2 | 0.9 | -0.6 | 3 | -1.7 | 2 | 4 | -0.2 | -3 | -0.9
COCCN(C(=O)CSc1nnc(-c2ccc(C)c(C)c2)o1)c1c(N)n(CC(C)C)c(=O)[nH]c1=O | -0.7 | 0.7 | -2.0 | 0.4 | 1 | -1.2 | 1 | 10 | -0.1 | -2 | 0.0
O=C(NC(NC(=S)Nc1ccccc1C(=O)O)C(Cl)(Cl)Cl)c1ccco1 (configuration not stated) | 0.0 | -2.5 | 2.0 | -0.5 | 6 | -0.6 | -2 | -1 | 4.1 | 0 | 4.0
COC(=O)c1ccc(Cl)c(NC(=O)CN(c2ccc3c(c2)OCO3)S(C)(=O)=O)c1 | -0.9 | 1.2 | -0.7 | 0.2 | -3 | -1.9 | -2 | -9 | -0.7 | -3 | -3.1
O=C(NC1CCCCC1)c1[nH]c(C(F)(F)F)nc1-c1ccccc1 | -1.2 | -0.1 | -0.1 | -0.5 | -2 | -0.8 | 2 | -2 | . | 2 | .
CCOc1ccc(Br)cc1S(=O)(=O)NC1CC(C)(C)NC(C)(C)C1 | 0.6 | -1.0 | 0.4 | -0.2 | -3 | 0.1 | -3 | 11 | 1.2 | -4 | 0.5
CCC(=O)OCCNc1cc(Sc2nc3ccccc3[nH]2)c2nonc2c1[N+](=O)[O-] | -1.0 | 1.2 | -1.2 | 0.2 | 27 | -1.1 | 43* | -6 | -0.5 | -10 | 3.9
N/C(COc1cc(Cl)cc(Cl)c1)=N\O | 0.0 | 1.5 | 0.3 | -0.4 | 0 | -1.2 | -2 | 21* | -0.1 | -3 | 1.0
CC(=O)c1cccc(N(CC(=O)Nc2ccccc2F)S(C)(=O)=O)c1 | 0.3 | 0.5 | -1.4 | -0.1 | 3 | -0.8 | -1 | 2 | 1.3 | -4 | 2.0
CC(C)NCC(O)COc1ccc(CCOCC2CC2)cc1 (configuration not stated) | -0.4 | -0.4 | -1.3 | 0.6 | 4 | -1.3 | 4 | -1 | 1.4 | 3 | 1.1
CCOc1cc2[nH]c(=O)n(CCCCCC(=O)NC3CCCC3)c(=O)c2cc1OCC | 0.2 | -2.8 | -1.8 | 0.0 | -3 | -0.9 | -4 | -6 | 0.8 | 0 | 0.5
Nc1cc(N2CCCC2)c(Cl)cc1[N+](=O)[O-] | -0.8 | -1.7 | -0.1 | -0.5 | 1 | -2.0 | -1 | -5 | -0.4 | -3 | 2.3
CCC(NC(=O)c1[nH]c(C)c(C(C)=O)c1C)c1ccc(Br)cc1 (configuration not stated) | -0.2 | -1.8 | -0.2 | 0.7 | -7 | -1.7 | 2 | -3 | -0.4 | -2 | 1.6
O=C(c1cnc(Cl)c(Cl)c1)N1CCN(S(=O)(=O)c2cccs2)CC1 | -0.4 | 3.0 | -1.4 | -0.1 | -7 | -1.7 | 0 | -1 | -1.4 | -1 | 0.5
Cc1c(C(=O)Nc2c(F)cccc2F)sc2ncnc(N3CCN(c4ccccc4)CC3)c12 | 0.0 | -2.8 | -2.7 | -1.4 | -1 | -1.7 | 3 | -8 | -2.1 | 1 | 2.9
Cc1ccc(S(=O)(=O)CCC(=O)OCC(=O)NCc2ccc(Cl)cc2)cc1 | -0.8 | 2.6 | -0.2 | -0.4 | -6 | -0.6 | 1 | -7 | 1.1 | 2 | -1.1
CN1CCC(OC(=O)c2ccc(Cl)cc2Cl)CC1 | -0.1 | 3.8 | 1.0 | 0.2 | 0 | -1.6 | 2 | -8 | -1.1 | -1 | 2.0
COc1ccc(/C=C/C(=O)OCC(=O)NC2CCCCCC2)cc1OC | 2.3 | -0.5 | -0.9 | 1.3 | -1 | -1.2 | -3 | -3 | 1.5 | -5 | -0.2
O=C(C=Cc1ccco1)c1ccco1 | 0.1 | 4.7 | 3.0 | -1.6 | 1 | -0.2 | 1 | -8 | -0.4 | -2 | 1.9
CO/N=C(\C)C(Cc1ccc(Cl)nc1)Cc1ccc(Cl)nc1 | -0.1 | 0.3 | 0.4 | -0.5 | -10 | -1.3 | -2 | 1 | 1.5 | 0 | 0.4
Cc1ccc(O)c(-c2cc(C(F)(F)F)[nH]n2)c1 | -1.3 | 0.2 | -0.1 | -3.1 | 2 | -0.2 | 3 | -18 | -0.8 | 4 | -0.3
COc1ccc(C(=O)Nc2ccc(CN3CCCCC3)cc2)cc1 | 1.1 | 0.6 | -1.1 | 0.7 | 2 | -1.6 | -1 | -5 | -0.2 | 1 | 0.7
N#CCCN(C(=O)COC(=O)CCc1ccccc1)c1ccccc1 | -0.4 | 1.2 | -2.4 | -0.6 | -2 | -0.9 | -1 | -5 | 0.4 | -2 | 2.4
O=[N+]([O-])c1ccc2c(c1)nc1n2CCN(CC2CCCO2)C1 (configuration not stated) | 1.6 | 3.5 | -0.4 | 0.1 | -4 | -1.9 | 0 | 0 | -0.3 | 2 | 0.0
C=CCN1C(=O)/C(=C2/Sc3ccc(OC)cc3N2C)SC1=Nc1ccccc1 | -0.2 | -1.5 | -0.2 | -0.1 | -9 | -1.0 | 1 | 94* | 0.0 | 1 | 1.8
O=C(O)c1ccccc1C(=O)NC1Cc2ccccc2C1 | 0.3 | -2.3 | 0.3 | -0.7 | 6 | -1.6 | 5 | 4 | 0.2 | 0 | -0.1
O=C(c1ccc(NC2=NC3CS(=O)(=O)CC3S2)cc1)N1CCN(Cc2ccccc2)CC1 (configuration not stated) | 1.7 | 1.6 | -0.6 | 2.2 | 2 | -1.0 | 2 | 10 | 1.1 | -3 | -1.8
